Compound activity from PubChem BioAssay.
RORg inh: qHTS for inhibitors of ROR gamma transcriptional activity; actives 5.4% (n = 310,000); Drosophila S2 Gal4-RORgamma UAS-luciferase reporter, 20 h; Potency, µM (series often up to 53.6 µM), inactives show top-dose activity change, negative = inhibition, usual class: inhibitors; Nuclear receptor ROR-gamma (Mus musculus), P51450; further: potency means the concentration at half of the fitted maximal effect; on the % scale 0 is the no-effect control and ±100 the full control effect; nearly all actives have a fitted effect of over 60% in size
Target sequence (P51450 whole entry, looked up, the tested form may be a part): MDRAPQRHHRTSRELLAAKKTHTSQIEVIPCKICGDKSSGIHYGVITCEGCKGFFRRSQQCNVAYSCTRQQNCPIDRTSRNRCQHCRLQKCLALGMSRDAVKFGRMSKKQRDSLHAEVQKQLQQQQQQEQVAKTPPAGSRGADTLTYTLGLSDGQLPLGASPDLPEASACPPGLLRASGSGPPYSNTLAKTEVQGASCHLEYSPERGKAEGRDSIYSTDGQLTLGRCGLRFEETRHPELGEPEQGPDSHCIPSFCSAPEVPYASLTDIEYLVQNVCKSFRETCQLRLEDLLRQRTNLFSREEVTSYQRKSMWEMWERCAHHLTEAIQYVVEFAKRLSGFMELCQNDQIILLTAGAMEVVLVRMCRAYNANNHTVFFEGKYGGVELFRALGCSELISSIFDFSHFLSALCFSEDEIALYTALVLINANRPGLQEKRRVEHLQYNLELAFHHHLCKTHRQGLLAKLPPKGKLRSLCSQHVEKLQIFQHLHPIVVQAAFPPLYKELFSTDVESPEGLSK
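Drosophila Schneider cells stably carrying a metallothionein-driven Gal4 DBD–ROR gamma fusion and a UAS-Photinus luciferase reporter were exposed to compound for 1 hr, then induced with copper sulfate (700 uM final) for 20 hr at ambient temperature before luminescence reading.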
ELG1 genotoxic: qHTS screen for small molecules that induce genotoxicity in human embryonic kidney (HEK293T) cells expressing luciferase-tagged ELG1; HEK293T ELG1-luciferase reporter, luminescence, 16 h; Potency, µM (highest dose often 46 µM), for inactives: at the top dose activity change, positive = activation, most hits filed as activators; actives 1.3% (n = 330,000); AID 504466, 2011; further: potency means the concentration at half of the fitted maximal effect; % of control where 0% means no effect; nearly all actives have a fitted effect of over 60% in size
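HEK293T cells expressing luciferase-tagged ELG1 were treated with compound or DMSO for 16 hr at 37°C. Luciferase activity was then read after 30 min with ONE-Glo at room temperature; rising signal flags genetic stress.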
Rab9 promoter act: qHTS Assay for Rab9 Promoter Activators; Potency, µM (series often up to 9.22 µM), inactives show at the highest dose activation, negative = inhibition, actives largely listed as activators; actives 2.8% (n = 320,000); Huh7 Rab9 promoter-luciferase reporter, luminescence, 24 h; further: potency means the concentration at half of the fitted maximal effect; % of control where 0% means no effect; nearly all actives have a fitted effect of over 60% in size
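Luciferase signal after 10 min detection reagent at ambient indicates Rab9 promoter upregulation; stably transfected Huh7 cells were treated 24 h with compound in DMSO at 37 °C, 5% CO2.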
PKM2 act: qHTS Assay for Activators of Human Muscle isoform 2 Pyruvate Kinase; actives 0.34% (n = 260,000); Potency, µM (highest dose often 57.5 µM), for inactives: top-dose activation, actives largely listed as activators; Pyruvate kinase PKM (Homo sapiens), P14618; purified PKM2, Kinase-Glo ATP luminescence, activation; response scale: 0% is enzyme alone, no compound; AID 1631, 2009; further: potency means the concentration at half of the fitted maximal effect; on the % scale 0 is the no-effect control and ±100 the full control effect; nearly all actives have a fitted effect of over 55% in size
Target sequence (P14618 whole entry, looked up, canonical isoform): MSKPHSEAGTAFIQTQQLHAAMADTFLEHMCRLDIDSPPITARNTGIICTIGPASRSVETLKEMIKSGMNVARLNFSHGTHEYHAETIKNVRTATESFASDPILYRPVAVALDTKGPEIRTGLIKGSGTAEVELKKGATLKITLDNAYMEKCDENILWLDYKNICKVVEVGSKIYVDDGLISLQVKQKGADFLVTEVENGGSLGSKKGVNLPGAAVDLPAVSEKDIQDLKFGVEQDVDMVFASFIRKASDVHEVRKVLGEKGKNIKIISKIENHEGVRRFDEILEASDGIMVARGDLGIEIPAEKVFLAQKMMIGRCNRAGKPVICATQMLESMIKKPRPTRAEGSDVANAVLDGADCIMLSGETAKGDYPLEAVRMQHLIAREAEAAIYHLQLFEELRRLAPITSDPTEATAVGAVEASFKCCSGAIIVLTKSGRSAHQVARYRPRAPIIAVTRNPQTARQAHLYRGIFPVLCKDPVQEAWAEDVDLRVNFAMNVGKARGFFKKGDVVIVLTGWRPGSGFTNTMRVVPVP
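Kinase-Glo luminescence reports ATP generated from ADP (0.1 mM) and PEP (0.5 mM) by purified hPK-M2 after 1 h at room temperature, pH 7.2 imidazole buffer; intermediate enzyme activity allows detecting inhibitors and activators.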
Giardia killer: Small Molecules that selectively kill Giardia lamblia: qHTS. AID 540267, 2011. actives 0.15% (n = 340,000). activity change, % at 7.66 µM, hits read low. Giardia lamblia trophozoite viability; in the data active means activity change below about -80%; inconclusive means between about -30% and that limit;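 further: parasites exposed to compound for two days anaerobically before the ATP read; on the % scale 0 is the no-effect control and ±100 the full control effect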
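Media and compound were dispensed first, then trophozoites at 100 cells/well; plates sat 48 hrs at 37 deg C without oxygen before ATP luminescence reagent was added and read after 15-30 min at room temperature.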
Menin-MLL TR inh: qHTS Assay for Inhibitors Targeting the Menin-MLL Interaction in MLL Related Leukemias: Competition With Texas Red Labeled MLL-derived Mutant Peptide | Potency, µM (highest dose often 61.6 µM), without a hit: at the highest dose FP activity change, negative = inhibition, hits mostly inhibitors | actives 0.23% (n = 270,000) | O00255 | AID 1768, 2009 | Menin + Texas Red MLL mutant peptide, fluorescence polarization; active means well fitted inhibition curve with a large enough effect in the polarisation, with a control signal flat, not every such curve was filed as active; inconclusive means small, poorly fitted or top-dose-only effect, or effect the other way, or a change in a side signal; inactive means no such curve, though single readings can be large or run the other way; the % refers to the polarisation; further: potency means the concentration at half of the fitted maximal effect; % of control where 0% means no effect; many of its hits are not listed in these tables
NPC1 prom act: qHTS Assay for NPC1 Promoter Activators. Huh7 NPC1 promoter luciferase reporter, 24 h. actives 2.4% (n = 320,000). Potency, µM (top dose mostly 9.22 µM), without a hit: top-dose activation, hits mostly activators. AID 485313, 2010;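 further: potency means the concentration at half of the fitted maximal effect; % of control where 0% means no effect; nearly all actives have a fitted effect of over 60% in size; reporter is driven by a mutant NPC1 promoter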
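Luciferase expression driven by the NPC1 promoter was measured in stably transfected Huh7 cells after a 24 h compound incubation, using a luciferase reagent and a luminescence read.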
VP16 counter: VP16 counterscreen qHTS for inhibitors of ROR gamma transcriptional activity | Drosophila S2 Gal4-VP16 UAS-luciferase, luminescence, 20 h | Potency, µM (highest dose often 53.6 µM), inactives show at the highest dose activity, negative = inhibition, most hits filed as inhibitors | actives 3.5% (n = 310,000) | AID 2546, 2010;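 further: Gal4-VP16 expression switched on by copper sulfate through the metallothionein promoter; potency means the concentration at half of the fitted maximal effect; on the % scale 0 is the no-effect control and ±100 the full control effect; nearly all actives have a fitted effect of over 50% in size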
FLuc counter: qHTS profiling assay for firefly luciferase inhibitor/activator using purifed enzyme and Km concentrations of substrates (counterscreen for miR-21 project); purified FLuc, Km substrates, luminescence inhibition; Potency, µM (top dose mostly 57.5 µM), for inactives: at the highest dose activity change, negative = inhibition, actives largely listed as inhibitors; AID 588342, 2011; actives 6.9% (n = 360,000); Luciferin 4-monooxygenase (Photinus pyralis), P08659;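 further: potency means the concentration at half of the fitted maximal effect; plate controls were vehicle for no effect and reference inhibitor for full effect; nearly all actives have a fitted effect of over 55% in size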
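Purified P. pyralis luciferase (10nM final) with 10uM D-luciferin and 10uM ATP (Km levels) in 50mM Tris acetate pH 7.5, 10mM Mg acetate, 0.01% Tween-20, 0.05% BSA; qHTS 6-point titration, ~60 µM downward; luminescence read.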
p53 reactivator: qHTS assay for re-activators of p53 using a Luc reporter. H1299 p53-A138V BP100-luciferase reporter, luminescence, 24 h. Potency, µM (top dose mostly 92.2 µM), without a hit: at the top dose activity change, positive = activation, actives largely listed as activators. actives 0.063% (n = 320,000); further: potency means the concentration at half of the fitted maximal effect; % of control where 0% means no effect; nearly all actives have a fitted effect of over 45% in size
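H1299 (p53-null), stable ts p53-A138V + BP100-Luc; 1000 cells/well, Opti-MEM/10% FBS; cpd 4 pt, 1:5; 24 h, 37 deg C, 5% CO2; detection reagent 10 min RT; luminescence.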
BRCA1 expr up: qHTS Assay to Identify Small Molecule Activators of BRCA1 Expression; actives 1.1% (n = 380,000); Potency, µM (titrated, usually from 46.1 µM), for inactives: at the highest dose activation, actives largely listed as activators; MCF7-BRCA1-FFLuc reporter, luminescence, 48 h; response scale: scaled: vehicle 0%, 10 µM genistein 100%; further: potency means the concentration at half of the fitted maximal effect; nearly all actives have a fitted effect of over 80% in size; some results filed as inactive show a strong effect at the top dose
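Quantitative HTS in MCF7 cells stably reporting BRCA1 expression via firefly luciferase. Compound treatment lasts 48 h at 37 °C in phenol-red free MEM. Activation is expressed relative to genistein at 10 microM and DMSO.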
The depositor's hits bear a star; ? = inconclusive; · = no result given; [ ] = another dose, or the depositor's remark. Unless noted, the call rests on the fitted dose curve; in most records, active means well fitted curve in the direction sought with a large enough effect; inconclusive means small, poorly fitted or top-dose-only effect, or another doubt; inactive means no such curve, though single readings can be large; an effect the other way counts as inactive or inconclusive.

Second line of a record: RORg inh	FLuc counter	Rab9 promoter act	p53 reactivator	VP16 counter	BRCA1 expr up	Menin-MLL TR inh	NPC1 prom act	PKM2 act	ELG1 genotoxic	Giardia killer
- CCOc1ccc(N(C(C)C(=O)N/N=C(\C)c2cccc(NC(=O)c3ccccc3)c2)S(C)(=O)=O)cc1 (centres undefined)
→ ?	-13%	-4%	2%	-20%	-3%	-27%	0%	0%	-7%	-8
- O=C(Cn1cc2c(n1)CCCC2)N1CCCC1
→ 15%	1%	-2%	7%	-4%	-3%	7%	-1%	15%	1%	-23
- Cc1cc(=O)oc(C)c1C(=O)N1CCc2c([nH]c3ccccc23)C1C(C)C (centres undefined)
→ 6%	1%	7%	4%	6%	-29%	-5%[11.7 µM]	0%	-13%	-1%	-20
- O=C(N/N=C/c1ccccn1)c1ccc(NC(=O)c2ccccc2Cl)cc1
→ -19%	?	0%	-6%	2%	5%	8%	-2%	·	-8%	6
- CC(=O)Nc1ccc(C(=O)N/N=C/C2CC3C=CC2C3)cc1 (centres undefined)
→ 4%	-10%	1%	8%	-7%	11%	1%	-7%	·	0%	?
- O=C(Nc1sc2c(c1C(=O)O)CCCC2)c1ccc(F)cc1
→ ?	15µM*	?	·	-14%	92%	?	28%	1%	4%	?
- CC(=O)N/N=C(\C)c1ccc2c(c1)OCCO2
→ -9%	?	15%	2%	11%	0%	-6%	6%	0%	13%	-5
- S=C(Nc1ccccc1Cl)N(CCCN1CCOCC1)Cc1ccco1
→ -18%	3%	1%	-10%	21%	-4%	-1%	-4%	8%	-1%	-13
- CCN(CCO)C(=O)c1ccc2nc(Cc3cccc(Cl)c3)oc2c1
→ 0%	-18%	17%	8%	-9%	31%	-1%	2%	0%	7%	-7
- COC(=O)c1cccnc1NC(=S)NNC(=O)c1ccncc1
→ 0%	-1%	-3%	1%	9%	-4%[1.84 µM]	-3%	-2%	-2%	2%	-2
- COc1ccccc1-c1nc(-c2ccc(Br)cc2)no1
→ ?	4.8µM*	5µM*	?	1%	?	-9%	?	27%	3.7µM*	-12
- Cc1cc(C)n(Cc2ccc(C(=O)NCCC3=CCCCC3)o2)n1
→ -8%	-13%	0%	12%	0%	57%	?	-1%	2%	4%	-16
- Cc1cc(SCC(=O)Nc2cccc(S(=O)(=O)NC3=NCCCCC3)c2)nc2ccccc12
→ 13%	-3%	-10%	-8%	3%	-13%	·	-1%	-7%	-7%	-29
- Cc1ccc(Nc2c(-c3ccco3)nc3ccccn23)cc1
→ -1%	?	19%	?	-6%	42%	-9%	5%	23%	-2%	-7
- O=C(NC(=S)N1CCCC1)c1ccc(Cl)cc1
→ 11%	-6%	-1%	6%	14%	14%	·	1%	2%	7%	-8
- CC(C)Oc1ccc(/C=N/NC(=O)c2nnn(-c3nonc3N)c2CN(C)c2ccccc2)cc1
→ ?	?	5%	-3%	?	0%	28%	-2%	-7%	-8%	-4
- O=C(NC(NC(=O)c1c(F)cccc1F)c1ccc([N+](=O)[O-])cc1)c1c(F)cccc1F
→ -11%	4%	-13%	4%	10%	6%	24%	-2%	·	11%	0
- CCC(C)N1C(=O)N(c2cccc(Cl)c2)C(C)(O)CC1(C)C (centres undefined)
→ 5µM*	0%	-5%[1.84 µM]	2%	26%	-4%	?	-4%	·	-3%	-20
- N#Cc1ccc(C(=O)Nc2cccc3ccccc23)c(F)c1
→ -4%	-2%	2%	·	5%	-25%	11%	1%	-1%	-1%	-13
- CCOC1(C)OCC(=O)[C@]2(CCC3C4CCC5=CC(=O)C=CC5(C)C4C(=O)CC32C)O1 (some centres undefined)
→ 12%	0%	-4%	0%	-10%	-29%	-9%	-5%	7%	1%	4
- COCC(C)NC(=O)c1ccc2nc(-c3ccccc3)c(-c3ccccc3)nc2c1 (centres undefined)
→ ·	-3%	7%	·	·	-25%	-16%	-3%	2%	-5%	-13
- O=C(NCc1ccc(F)cc1)C1CCC(CNS(=O)(=O)c2cccs2)CC1 (centres undefined)
→ 16%	-2%	0%	-5%	-15%	-27%	?	2%	-2%	-12%	-1
- CCN(C(=O)Cc1ccccc1OC)c1nnc(-c2ccncc2)s1
→ 3%	-18%	2%	-5%	1%	14%	?	-1%	-6%	-2%	3
- CC1CCC2(CC1)NC(=O)N(CC(=O)NC1(C#N)CCCCC1)C2=O (centres undefined)
→ ·	-1%	-5%	-1%	·	-3%	·	-1%	·	1%	6
- O=C(COc1ncnc2c(Cl)cc(Cl)cc12)NCCC1=CCCCC1
→ -10%	0%	0%	-3%	-5%	-4%	2%	-1%	-1%	-2%	-25
- CCCc1nn(C)c(C(=O)Nc2cccc3ccccc23)c1Cl
→ 1%	?	-1%	3%	2%	-52%	-2%	1%	7%	0%	5
- O=C(CSc1nnc(-c2ccccc2)c(-c2ccccc2)n1)Nc1ccc(Br)cn1
→ 24%	1%	-5%	-1%	?	-35%	?	-1%	-2%	-1%	-15
- Cc1nc(SCC(=O)Nc2ccc3c(c2)OCO3)c(C#N)c2c1CCCC2
→ 0%	1%	20%	1%	-3%	7.1µM*	-28%	13%	?	?	8
- O=C(NC(=S)N1CCCCCC1)c1cccc([N+](=O)[O-])c1
→ ·	·	-4%	-8%	·	2%	·	0%	·	-2%	3
- Cc1c(Cl)cccc1NC(=S)/C(=C(\[O-])c1ccc(Cl)s1)[n+]1ccccc1
→ ?	-8%	-2%	4%	5.6µM*	-30%	4%	-1%	-28%	-3%	-24
- O=C1C=C(c2ccc3c(c2)oc2ccccc23)C[C@@H](c2ccc3c(c2)OCO3)C1
→ ·	-1%	1%	-7%	·	-60%	·	-6%	·	1%	1
- Cn1c(SCC(=O)Nc2nccs2)nnc1-c1ccc(S(=O)(=O)N2CCCC2)cc1
→ 0%	-1%	-2%	-1%	-1%	-1%	-1%	1%	8%	-10%	6
- Cc1ccc(Cl)cc1NC(=O)C1CCCN1S(=O)(=O)c1ccc(-c2ccc(=O)[nH]n2)s1 (centres undefined)
→ 0%	0%	7%	-10%	?	-40%	?	-8%	·	-3%	-23
- Cn1c(=O)c2c(nc(NCc3ccco3)n2C/C=C/c2ccccc2)n(C)c1=O
→ 2.2µM*	4%	-27%	-8%	4.5µM*	-78%	-4%	-22%	27%	-7%	12
- CC(=O)NCC12CC3CC(C1)CC(C(=O)O)(C3)C2
→ -20%	5%	-6%	-14%	-5%	-3%	4%	0%	10%	0%	10
- Cc1cc2c(nc1C)CCCN2C[C@@H](C)O/N=C1/[C@H]2CCn3c(=O)n(-c4ccccc4)c(=O)n3[C@H]2[C@H](O)[C@@H]2O[C@H]12
→ 31%	-2%	-2%	3%	?	-5%	8%	-1%	1%	0%	1
- CCOC(=O)C1C(=O)CC(C)(O)C(C(=O)OCC)C1c1ccc(F)cc1 (centres undefined)
→ 3%	0%	-6%	-2%	7%	-6%	·	0%	2%	-2%	9
- CC(=O)N1CCc2c(sc(NC(=O)CCS(=O)(=O)c3ccc(C)cc3)c2C#N)C1
→ ·	1%	5%	-9%	·	-63%	·	-6%	·	0%	6
- c1ccc2c(c1)CCc1c(-c3ccncc3)n[nH]c1-2
→ ·	?	18%	?	·	-46%	·	?	·	?	5
- CCOC(=O)N1CCN(C(=O)CN(c2ccc(OC)cc2)S(C)(=O)=O)CC1
→ 20%	-2%	0%	9%	21%	3%	1%	-4%	-3%	3%	12
- Cn1c(CNC(=O)c2ccccc2F)nnc1SCC(=O)c1ccccc1
→ -4%	-3%	-8%	?	9%	24%	·	0%	-2%	5%	3

An excerpt; count on the stated rates, not on these rows.
